Bim-Bfl-1: disrupts Bim binding to human Bfl-1. Q16548. Bead-based flow cytometry, Bim-Bfl-1 binding inhibition. inhibition, % at 10 µM. 190,000 compounds, 0.12% hits. AID 1008;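 further: 0% = wells without compound plus tracer and 100% = blocker peptide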
Bcl-2 Bim block: disrupts Bim peptide binding to human Bcl-2; P10415; Bead-based flow cytometry, Bim peptide-Bcl-2 binding; inhibition, % at 10 µM; 190,000 compounds, 0.06% hits; AID 950; in the data active means inhibition above about 40%; inconclusive means no clear call, values can overlap the other calls;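 further: 0% = no compound wells with probe peptide and 100% = reference peptide inhibitor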
RGS8-Gao: human RGS8-Galphao interaction regulation. P09471. multiplexed bead flow cytometry, RGS8-Galphao binding; actives lie on both sides. response (percent of control binding), % at 10 µM. 220,000 compounds, 0.34% hits. AID 1423; in the data active means response below about 60% or above about 140%; inactive means in between;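 further: Galphao activated as the GDP aluminium fluoride complex binding bead-coupled RGS8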
Bim-Bcl-W: human Bim-Bcl-W interaction inhibition; Q92843; bead-based flow cytometry, Bim peptide-Bcl-W binding; inhibition, % at 10 µM; 190,000 compounds, 0.02% hits;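 further: 0% = bound tracer without compound and 100% = peptide blocker; higher means less fluorescent Bim peptide bound to Bcl-W beads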
Bim-Bcl-XL: disrupts Bim peptide binding to human Bcl-XL. bead flow cytometry, fluorescence. Q07817. 190,000 compounds, 0.04% hits. inhibition, % at 10 µM
ABCG2 inh: inhibitors of human ABCG2 transporter, ABCB1 counter-screen; IgMXP3 cells, JC-1 efflux, flow cytometry; 190,000 compounds, 0.1% hits; inhibition, % at 6.6 µM;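 active means inhibition above 80%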;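 further: 0% = DMSO and 100% = nicardipine control wells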
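Times: 10 min at 25 °C | Test system: Two drug-resistant human cell lines, ABCG2 and ABCB1 | Quantity: 3 million cells/mL final, two lines in 1:1 ratio | Signal: Flow cytometry, 530 nm JC-1 signal | Dosing: Compound at 6.6 µM | Controls: Nicardipine and DMSO wells | Reagent: JC-1 as fluorescent efflux pump substrate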
Bim-Mcl-1: inhibitors of Bim-Mcl-1 interaction, human | Q07820 | Bead-based flow cytometry, Bim peptide-Mcl-1 binding | inhibition, % at 10 µM | 190,000 compounds, 0.1% hits;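 further: 0% = no compound tracer wells and 100% = peptide blocker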
Bim-Bcl-B: inhibitors of Bim-Bcl-B interaction, human | bead-based flow cytometry, Bim peptide-Bcl-B binding | inhibition, % at 10 µM | 190,000 compounds, 0.073% hits;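 further: 0% = tracer peptide without compound and 100% = reference inhibitor peptide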
RGS4-Gao reg: human RGS4-Galphao interaction regulation. 220,000 compounds, 0.33% hits. P09471. binding response (% of control), % at 10 µM. Multiplexed bead flow cytometry, RGS4-Galphao binding; actives lie on both sides. AID 1415; in the data active means binding response below about 49% or above about 150%; inactive means in between;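 further: fluorescent Galphao activated with aluminum fluoride binding bead-coupled RGS4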
ABCB1 inh: human ABCB1 inhibition, ABCG2 as counter-screen; P08183; CCRF-Adr cells, JC-1 efflux, flow cytometry; inhibition, % at 6.6 µM; 190,000 compounds, 0.067% hits; AID 1326; in the data active means inhibition above about 40%;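 further: 0% = vehicle and 100% = reference inhibitor; higher value means more JC-1 retained so stronger ABCB1 efflux block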
Target sequence (P08183 whole entry, looked up): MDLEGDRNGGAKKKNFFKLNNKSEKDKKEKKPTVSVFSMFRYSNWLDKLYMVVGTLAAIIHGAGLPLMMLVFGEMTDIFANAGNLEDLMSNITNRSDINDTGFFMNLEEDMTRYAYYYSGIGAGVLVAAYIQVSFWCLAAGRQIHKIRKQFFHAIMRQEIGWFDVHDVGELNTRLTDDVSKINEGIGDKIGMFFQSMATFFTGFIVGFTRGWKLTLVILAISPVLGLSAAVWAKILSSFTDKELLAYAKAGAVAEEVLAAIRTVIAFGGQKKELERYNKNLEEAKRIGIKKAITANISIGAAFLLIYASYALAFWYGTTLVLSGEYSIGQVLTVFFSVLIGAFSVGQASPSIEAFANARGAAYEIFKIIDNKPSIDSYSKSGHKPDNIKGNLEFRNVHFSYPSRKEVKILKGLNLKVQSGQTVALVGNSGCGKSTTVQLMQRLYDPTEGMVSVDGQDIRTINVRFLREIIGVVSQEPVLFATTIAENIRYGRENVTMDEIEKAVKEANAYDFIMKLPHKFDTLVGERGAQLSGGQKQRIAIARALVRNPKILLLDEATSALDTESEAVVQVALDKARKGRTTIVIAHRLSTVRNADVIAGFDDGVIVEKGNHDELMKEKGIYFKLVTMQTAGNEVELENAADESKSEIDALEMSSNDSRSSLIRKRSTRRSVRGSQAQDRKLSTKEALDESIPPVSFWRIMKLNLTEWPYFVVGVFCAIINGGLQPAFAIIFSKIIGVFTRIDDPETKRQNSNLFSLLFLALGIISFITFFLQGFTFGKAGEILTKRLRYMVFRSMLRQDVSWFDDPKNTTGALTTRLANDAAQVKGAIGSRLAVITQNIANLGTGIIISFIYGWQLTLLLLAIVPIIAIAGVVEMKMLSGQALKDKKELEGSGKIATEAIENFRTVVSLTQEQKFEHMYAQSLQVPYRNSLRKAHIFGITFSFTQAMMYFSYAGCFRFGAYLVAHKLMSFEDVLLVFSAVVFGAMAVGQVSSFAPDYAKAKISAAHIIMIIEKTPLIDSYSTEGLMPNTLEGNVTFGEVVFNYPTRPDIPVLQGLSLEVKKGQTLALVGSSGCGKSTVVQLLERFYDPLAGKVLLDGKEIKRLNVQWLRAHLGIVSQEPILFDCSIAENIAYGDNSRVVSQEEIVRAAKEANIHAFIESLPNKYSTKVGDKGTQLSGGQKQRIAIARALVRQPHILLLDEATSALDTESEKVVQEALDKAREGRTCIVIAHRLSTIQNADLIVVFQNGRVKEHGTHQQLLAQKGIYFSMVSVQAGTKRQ
RGS7-Gao: modulates binding of RGS7 to human Galphao; Multiplexed bead flow cytometry; actives lie on both sides; 220,000 compounds, 0.35% hits; binding response (% of control), % at 10 µM; P09471; in the data active means binding response below about 49% or above about 150%; inconclusive means no clear call, values can overlap the other calls; inactive means in between;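 further: fluorescent Galphao held in activated GDP-AlF4 state binding bead-coupled RGS7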
Active calls of the source: *; ? = inconclusive; nt = not tested or not shown. Unless noted, no stated cut-off is given here; in the data, active means inhibition above about 40%.

SMILES	Bim-Bfl-1	Bcl-2 Bim block	RGS8-Gao	Bim-Bcl-W	Bim-Bcl-XL	ABCG2 inh	Bim-Mcl-1	Bim-Bcl-B	RGS4-Gao reg	ABCB1 inh	RGS7-Gao
Cc1cc(=O)oc2cc(OCC(=O)N3CCOCC3)ccc12	11.0	-4.0	78.6	4.0	0.0	-1.1	-11.0	-9.0	94.4	-0.5	89.6
CC12C=CC(=O)C=C1CCC1C3CCC(O)(C(=O)CO)C3(C)CC3OC312 (stereo not drawn)	-3.0	-1.0	99.9	1.0	-1.0	0.7	1.0	0.0	100.0	0.2	97.0
Cc1cccc(N(CC(=O)NCc2ccc3c(c2)OCO3)C(=O)CCC(=O)Nc2ccccn2)c1C	-9.0	-10.0	100.2	2.0	-6.0	9.1	1.0	-4.0	100.3	4.4	101.1
COc1ccc(COC(=O)N/N=C(\C)CC(=O)Nc2ccc(Cl)cc2)cc1	1.0	-1.0	99.7	1.0	-1.0	3.5	5.0	-3.0	99.3	0.1	95.9
O=C(COc1ccccc1)NNC(=O)COc1ccc([N+](=O)[O-])cc1	-5.0	-5.0	103.8	-3.0	-6.0	11.4	-1.0	-2.0	106.6	-0.8	105.8
CN(C)c1ccc(NC(=O)CC(NCc2ccccn2)C(=O)O)cc1 (stereo not drawn)	2.0	0.0	91.9	0.0	-2.0	-0.2	-3.0	0.0	94.9	0.1	91.6
CCOC(=O)c1cnn(-c2nc3c(C)cccc3s2)c1C	0.0	2.0	101.7	4.0	-5.0	-3.0	6.0	-3.0	98.3	-0.8	99.4
N#CCc1nc2n(n1)Cc1ccccc1-2	-11.0	-20.0	103.5	18.0	11.0	7.7	0.0	0.0	99.1	0.1	104.1
CC/C(=N\NC(=O)CSCc1ccc(Cl)cc1)c1ccc2c(c1)OCCO2	-1.0	-6.0	101.0	0.0	0.0	3.2	-1.0	-2.0	96.7	0.0	95.1
Cc1ccc(C(=O)NCc2cccs2)cc1S(=O)(=O)N1CCCCC1	-6.0	-7.0	103.2	0.0	-3.0	-2.0	0.0	-4.0	102.6	-1.9	101.9
CCCn1c(SCC(=O)Nc2ccc(OC)cc2)nnc1-c1ccncc1	0.0	1.0	102.4	-8.0	-10.0	2.3	-1.0	-2.0	103.8	0.7	101.5
O=C(Cn1nnc(-c2cccc(C(F)(F)F)c2)n1)NC1CCCC1	-16.0	-8.0	102.0	-2.0	-7.0	5.9	0.0	-6.0	98.5	0.4	95.3
CCOc1ccc(CNCc2ccccc2Cl)cc1	-6.0	0.0	107.8	-1.0	-1.0	0.3	-2.0	-1.0	101.8	0.2	103.5
CC(Oc1ccccc1)C(=O)NC1C(=O)N2C1SC(C)(C)C2C(=O)O (stereo not drawn)	-6.0	-4.0	101.7	-3.0	0.0	0.1	-2.0	-1.0	98.5	-0.1	99.3
CCOC(=O)c1[nH]c(C)c(C(=O)OCCN2C(=O)c3ccccc3C2=O)c1C	-15.0	-9.0	100.6	-5.0	-6.0	40.8	-5.0	-7.0	97.8	5.8	98.0
Cc1nnc(-c2cccc(Br)c2)c2cn(-c3ccccc3Cl)nc12	-1.0	-1.0	102.9	-2.0	-3.0	11.3	-1.0	-1.0	103.1	2.4	101.9
O=C(NC1CCS(=O)(=O)C1)C1CCCN(S(=O)(=O)c2ccc(Cl)cc2)C1 (stereo not drawn)	-1.0	-2.0	104.8	1.0	-1.0	4.3	0.0	-4.0	103.4	0.4	101.3
Cc1ccc(N(CC(O)CN2CCCC2)S(=O)(=O)c2ccc(C)cc2)cc1 (stereo not drawn)	-2.0	-5.0	102.0	-4.0	-3.0	3.2	-3.0	-5.0	101.6	1.0	101.5
CCc1ccc(NC(=O)Cc2ccc(-n3cccc3)cc2)cc1	0.0	0.0	101.8	1.0	-2.0	3.5	-2.0	-1.0	102.1	-0.8	101.8
COC(=O)c1cc([N+](=O)[O-])c(-n2ccnc2)c([N+](=O)[O-])c1	17.0	2.0	106.2	0.0	-3.0	1.8	-3.0	-2.0	103.2	0.5	104.7
O=C(Nc1ccccc1Cl)O/N=C(/c1ccccc1)c1ccccn1	-2.0	0.0	103.3	-1.0	0.0	3.0	3.0	-2.0	95.4	0.7	98.2
N#Cc1ccccc1NC(=O)Nc1ccc(Cl)cc1	-5.0	-6.0	101.2	-1.0	0.0	3.3	-4.0	0.0	98.5	0.4	101.4
CCN1CC2=C(OC(N)=C(C#N)C2c2ccccc2)/C(=C\c2ccccc2)C1 (stereo not drawn)	-11.0	-9.0	95.2	3.0	-7.0	3.9	0.0	-11.0	99.5	2.0	98.6
COc1ccc(Cl)cc1NC(=O)CNc1ccccc1F	0.0	-3.0	97.1	-6.0	-9.0	28.9	-9.0	-6.0	98.5	-0.2	99.2
COc1ccc(NC(=O)C(C)SCc2ccccc2)cc1 (stereo not drawn)	-6.0	-2.0	100.5	1.0	-2.0	3.6	-1.0	-3.0	89.0	0.8	92.8
COc1ccc(NC(C)=O)cc1NC(C)C(=O)Nc1cc(C(F)(F)F)ccc1N1CCOCC1 (stereo not drawn)	-10.0	-6.0	101.2	-3.0	-8.0	3.1	-3.0	-7.0	102.4	0.6	101.2
c1ccc(-c2cc3c(NCC4COc5ccccc5O4)ncnc3s2)cc1 (stereo not drawn)	-5.0	-1.0	101.0	-3.0	-6.0	2.8	-2.0	-5.0	105.1	0.8	98.1
COc1ccc(S(=O)(=O)NCc2ccc(C(=O)NCc3cccnc3)cc2)cc1	-6.0	-4.0	99.9	-1.0	-2.0	0.3	-1.0	-3.0	100.5	0.1	?
CC(Cl)C(=O)Nc1ccccc1C#N (stereo not drawn)	0.0	0.0	99.8	0.0	-2.0	5.9	-4.0	-3.0	98.6	-0.1	98.1
Cc1ccc(C)c(CN2C(=O)C3CCCN3c3ccc(C#N)cc32)c1 (stereo not drawn)	-10.0	-4.0	99.7	5.0	-1.0	1.9	0.0	-7.0	96.7	0.4	101.2

Profiles as entered above.
Cc1ccc(C(=O)NCc2cccs2)cc1S(=O)(=O)N1CCCCC1 as listed: Bim-Bfl-1: -6.0; Bcl-2 Bim block: -7.0; RGS8-Gao: 103.2; Bim-Bcl-W: 0.0; Bim-Bcl-XL: -3.0; ABCG2 inh: -2.0; Bim-Mcl-1: 0.0; Bim-Bcl-B: -4.0; RGS4-Gao reg: 102.6; ABCB1 inh: -1.9; RGS7-Gao: 101.9
O=C(NC1CCS(=O)(=O)C1)C1CCCN(S(=O)(=O)c2ccc(Cl)cc2)C1 (stereo not drawn) as listed: Bim-Bfl-1: -1.0; Bcl-2 Bim block: -2.0; RGS8-Gao: 104.8; Bim-Bcl-W: 1.0; Bim-Bcl-XL: -1.0; ABCG2 inh: 4.3; Bim-Mcl-1: 0.0; Bim-Bcl-B: -4.0; RGS4-Gao reg: 103.4; ABCB1 inh: 0.4; RGS7-Gao: 101.3

(listing goes on)
SMILES	Bim-Bfl-1	Bcl-2 Bim block	RGS8-Gao	Bim-Bcl-W	Bim-Bcl-XL	ABCG2 inh	Bim-Mcl-1	Bim-Bcl-B	RGS4-Gao reg	ABCB1 inh	RGS7-Gao
CC(C)N(Cc1ccccc1)C(=S)NCc1ccccc1	-6.0	-6.0	100.2	0.0	-4.0	1.2	1.0	-14.0	103.8	0.3	105.1
CCOC(=O)CSc1nnc(-c2ccco2)n1C	-7.0	-5.0	98.3	0.0	-1.0	-0.1	0.0	-6.0	100.3	-0.2	98.2
O=C(OCc1ccccc1)c1ccc2c(c1)-c1ccccc1C2=O	-1.0	-2.0	96.0	-1.0	-1.0	5.3	0.0	-2.0	97.3	1.7	97.2
CCOc1ccccc1NC(=O)c1cc(CC(C)C)oc1C	-2.0	2.0	99.3	-1.0	-4.0	4.9	-3.0	-1.0	98.6	0.5	97.2
COc1ccc(NC(=S)NNC(=O)c2nnn(-c3ccccc3)c2C)cc1	1.0	0.0	97.3	-5.0	-5.0	-1.6	-9.0	-9.0	99.5	-0.6	98.0
CCCC(c1nnnn1Cc1ccco1)N1CCC(C(N)=O)CC1 (stereo not drawn)	-4.0	-3.0	100.7	-6.0	-4.0	2.6	-2.0	-5.0	100.0	0.6	99.2
Oc1ccc(/C=N/Nc2cccc3cccnc23)c(O)c1	-6.0	-5.0	96.6	0.0	-5.0	0.2	0.0	-7.0	93.5	-0.3	91.1
COc1cc(-c2nnc(SCC#CCO)o2)cc(OC)c1OC	-6.0	1.0	99.3	0.0	0.0	1.4	-1.0	0.0	99.4	0.2	97.7
COc1ccccc1CNC(=O)C(NS(=O)(=O)c1ccc2c(c1)OCCO2)C(C)C (stereo not drawn)	3.0	3.0	73.8	4.0	0.0	-1.5	0.0	0.0	85.6	0.0	87.5
CC(OC(=O)C1CCN(S(=O)(=O)c2ccccc2)CC1)C(=O)Nc1ncc(Cl)cc1Cl (stereo not drawn)	0.0	0.0	96.5	0.0	-2.0	1.5	-1.0	0.0	93.1	1.2	97.8
CCOC(=O)C1CCN(C(=O)c2sc3ncnc(N4CCC(C)CC4)c3c2C)CC1	nt	?	100.3	nt	nt	5.7	nt	nt	101.9	1.3	99.6
NNC(=O)c1ccncc1	2.0	0.0	102.3	-3.0	0.0	-0.1	0.0	-3.0	100.3	0.1	103.5
NC(=O)CSc1nnc(-c2ccc(S(=O)(=O)N3CCOCC3)cc2)n1CC1CCCO1 (stereo not drawn)	-3.0	-8.0	98.9	-1.0	-3.0	-6.2	0.0	-5.0	94.6	-8.1	93.8
O=C(Nc1ccc2nsnc2c1)C1CC1	-5.0	1.0	94.9	0.0	1.0	5.7	1.0	0.0	93.5	0.1	86.2
CCC(C)NC(=O)c1nn(C)c(=O)c2ccccc12 (stereo not drawn)	0.0	-2.0	99.7	-1.0	-2.0	3.4	-1.0	0.0	99.8	0.2	102.5
CSc1ccccc1C(=O)Nc1cccc(N(C)S(C)(=O)=O)c1	8.0	1.0	91.9	1.0	4.0	-0.5	6.0	4.0	98.8	0.3	99.2
C=CCOc1c(Cl)cc(C2NC(=O)NC(C)=C2C(=O)OC)cc1Cl (stereo not drawn)	-13.0	-9.0	99.2	-2.0	-9.0	2.4	0.0	-9.0	100.3	0.5	92.8
COc1ccc(-c2nnc(SCC(=O)NCCc3ccccc3)o2)cc1	0.0	0.0	104.6	0.0	-4.0	11.4	-1.0	-1.0	102.3	0.2	101.2
CCOC(=O)c1c(NC(=O)c2ccoc2C)sc(C(=O)N(C)C)c1C	-7.0	-8.0	99.2	0.0	-6.0	4.8	0.0	-5.0	98.7	0.5	97.1
Cc1sc2nc(CN3CCC(C)CC3)nc(Cl)c2c1C	-11.0	-10.0	98.0	-1.0	-3.0	0.9	-5.0	-2.0	95.8	1.6	95.9
COC(=O)C1=C(C)OC(N)=C(C#N)C1c1ccccc1F (stereo not drawn)	-3.0	-5.0	97.9	-3.0	-1.0	0.4	-4.0	0.0	100.0	0.0	97.1
CCN(CC)C(=O)Oc1cc(=O)n2c3c(cccc13)CCC2	-3.0	-3.0	102.0	-4.0	-2.0	6.6	-3.0	-3.0	104.5	0.7	102.9
CCOC(=O)Nc1ccc2c(c1)OCO2	1.0	0.0	102.6	-4.0	0.0	1.0	-3.0	-5.0	100.7	0.2	101.5
CCOC(=O)C(=O)Nc1cccc(C(=O)OCC)c1	2.0	3.0	97.9	-2.0	-1.0	21.4	0.0	-1.0	98.5	0.5	101.4
Cc1ccc(C2OC(=O)c3ccccc32)cc1 (stereo not drawn)	-1.0	-2.0	104.0	-3.0	-4.0	2.7	-1.0	-7.0	100.5	nt	100.2

Screening results (PubChem BioAssay)
